# rCAG RNA binder: binds r(CAG) RNA repeats; r(CAG) RNA repeat, TO-PRO-1 dye displacement fluorescence; inhibition, % at 3 µM; hit rate 1.3% among 370,000;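 active = inhibition above the plate cutoff, the mean of all test compounds on that plate plus 3 SD, cut at about 35% in these data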;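 also: 0% = DMSO alone and 100% = 100 µM mitoxantrone as full dye displacement; higher means more dye released from RNA so lower well fluorescence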
# ARFGAP1 inh: inhibitors of rat ARFGAP1 | Q62848 | Arfgap1-stimulated ARF1 GTP hydrolysis, GDP FP detection | inhibition, % at 16.5 µM | hit rate 0.26% among 360,000;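 active = inhibition above a per-plate limit, mean inhibition of low control wells plus 3 SD, cut at about 25% in these data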;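 also: 0% = DMSO wells with enzyme and 100% = wells lacking Arfgap1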
# Target sequence (Q62848 1-136 limits assumed): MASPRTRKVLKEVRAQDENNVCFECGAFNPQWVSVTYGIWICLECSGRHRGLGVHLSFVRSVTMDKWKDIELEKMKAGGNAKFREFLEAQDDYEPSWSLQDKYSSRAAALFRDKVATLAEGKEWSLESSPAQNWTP
#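 Replicates: Single well per compound | Assay system: Truncated rat Arfgap1 GAP domain | Control set: No-Arfgap1 wells (100%) versus DMSO full-reaction wells (0%) | Times: Enzyme reaction 120 min at 25 °C after 20 min preincubation | Reagent: Human ARF1(Δ1-17)-GTP substrate | Measured by: Tracer-displacement fluorescence polarization with EDTA stop, 620/688 nm | Measure: Percent inhibition of Arfgap1-stimulated GTP hydrolysis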
# FXN GAA850 act: frataxin GAA850 promoter activation; HEK293 lucGAA850 FXN promoter luciferase reporter, 24 h; percent of 10 µM SAHA response; activation, % at 6 µM; hit rate 0.56% among 360,000; AID 540364;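 active = activation above the average of all compounds screened plus 3 SD, cutoff fixed separately per campaign, cut at about 7.5% in these data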;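 also: 0% = DMSO wells and 100% = 10 µM SAHA wells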
# KLK7 zymogen act: activates the human kallikrein-7 zymogen. P49862. purified proKLK7, EDANS-DABCYL substrate fluorescence; 100% is mature enzyme control, 0% vehicle. activation, % at 7 µM. hit rate 0.9% among 370,000. AID 652039;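 active = activation above the mean of all tested compounds plus 3 SD, computed per campaign excluding outliers beyond control limits, cut at about 13% in these data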
# Target sequence (P49862 whole entry, looked up): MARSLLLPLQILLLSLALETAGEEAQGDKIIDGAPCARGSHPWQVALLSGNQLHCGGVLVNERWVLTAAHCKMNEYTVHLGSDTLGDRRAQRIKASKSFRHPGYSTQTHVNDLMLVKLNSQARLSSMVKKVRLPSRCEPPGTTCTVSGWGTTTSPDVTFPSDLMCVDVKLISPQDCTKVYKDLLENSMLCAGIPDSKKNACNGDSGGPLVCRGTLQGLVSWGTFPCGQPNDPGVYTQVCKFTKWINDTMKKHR
# GC-A act: GC-A (human) enzyme activation. P16066. HEK293 GC-A cells, cGMP TR-FRET, EC30 ANP; 0% at EC30 ANP, 100% saturating ANP. activation, % at 10 µM. hit rate 0.14% among 370,000. AID 1671463; in the data active = activation above about 40%
# DDE Tn6 FP inh: disrupts Tn6 cyclic peptide binding to fibrin D-Dimer-E complex. Fibrin DD(E) TRITC-Tn6 fluorescence polarization displacement. P02675. hit rate 0.21% among 370,000. AID 720509. inhibition, % at 8.3 µM;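 active = inhibition above a per-campaign cutoff: mean of compounds within control limits plus 3 SD, cut at about 15% in these data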;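 also: 0% = median of all compound wells on the plate and 100% = blocking peptide control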
# Target sequence (P02675 whole entry, looked up): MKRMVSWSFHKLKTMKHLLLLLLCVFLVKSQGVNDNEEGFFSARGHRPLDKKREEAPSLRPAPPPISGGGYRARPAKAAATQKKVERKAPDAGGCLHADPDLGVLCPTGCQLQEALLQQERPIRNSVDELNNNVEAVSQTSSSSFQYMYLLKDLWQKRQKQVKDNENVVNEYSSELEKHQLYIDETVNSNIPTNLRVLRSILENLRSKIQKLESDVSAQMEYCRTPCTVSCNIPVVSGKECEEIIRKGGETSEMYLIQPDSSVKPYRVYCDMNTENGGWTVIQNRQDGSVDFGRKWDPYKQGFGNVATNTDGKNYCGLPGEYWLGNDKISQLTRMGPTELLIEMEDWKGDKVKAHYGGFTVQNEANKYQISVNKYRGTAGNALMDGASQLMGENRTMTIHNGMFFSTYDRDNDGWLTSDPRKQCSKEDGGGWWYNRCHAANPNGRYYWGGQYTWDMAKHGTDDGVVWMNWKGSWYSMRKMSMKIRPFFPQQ
# ADAM10 inh: ADAM10 inhibition, QFRET primary screen | recombinant ADAM10, EDANS/DABCYL FRET peptide cleavage, 3 h | inhibition, % at 7 µM | hit rate 0.62% among 370,000 | AID 720582;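 active = inhibition above a per-campaign cutoff equal to the mean of compounds falling between control-based bounds plus 3 SD, cut at about 20% in these data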;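 also: 0% = DMSO wells while the 100% control is not disclosed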
# GC-B act: GC-B (human) receptor activation. P20594. hit rate 0.11% among 370,000. AID 1920062. HEK293-GC-B cells, CNP EC30, cGMP TR-FRET; 0% at EC30 CNP, 100% saturating CNP. activation, % at 10 µM;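 active = activation at 10 µM reaching about 35% in either raw or pattern-adjusted values, limit read from the data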
# ASAP1 GAP inh: ASAP1 ArfGAP inhibition | hit rate 0.19% among 360,000 | Q9ULH1 | ASAP1-stimulated ARF1 GTP hydrolysis, GDP FP detection | inhibition, % at 16.5 µM | AID 624377; in the data active = inhibition above about 25%;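 also: 0% = vehicle with enzyme and substrate and 100% = no enzyme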
# sPLA2-III inh: Inhibits HGIII-sPLA2 liposome hydrolysis, primary screen | Q9NZ20 | inhibition, % at 12.2 µM | hit rate 0.56% among 370,000 | QFRET BODIPY PC-A2 liposome hydrolysis, fluorescence;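 active = inhibition above mean plus 3 SD of compounds lying within the high and low control bounds, cut at about 19% in these data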;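 also: 0% = median of test compound wells and 100% = no enzyme DMSO wells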
# * = called active by the depositor; / = not tested or not shown. The order is random; about 4.5% have a hit in one of these screens.
# A first look:
Compound	rCAG RNA binder	ARFGAP1 inh	FXN GAA850 act	KLK7 zymogen act	GC-A act	DDE Tn6 FP inh	ADAM10 inh	GC-B act	ASAP1 GAP inh	sPLA2-III inh
CCN(CC)C(=O)c1[nH]cnc1C(=O)Nc1ccc(Cl)cc1	2	11	2.8	0.2	3	-8	0	2	7	2
CC(C)C(C(=O)NC1CCCC1)N(CC1CCCO1)C(=O)CNS(=O)(=O)c1ccc(F)cc1 (stereo not given)	-4	16	-1.9	0.5	1	5	-6	2	-5	2
COc1ccc2nc(NC(=O)C3CCCN(S(=O)(=O)c4cccc5nonc45)C3)sc2c1 (stereo not given)	8	20	0.9	0.3	-3	0	1	-22	5	-2

# Main list, repeating the preview:
Compound	rCAG RNA binder	ARFGAP1 inh	FXN GAA850 act	KLK7 zymogen act	GC-A act	DDE Tn6 FP inh	ADAM10 inh	GC-B act	ASAP1 GAP inh	sPLA2-III inh
CCN(CC)C(=O)c1[nH]cnc1C(=O)Nc1ccc(Cl)cc1	2	11	2.8	0.2	3	-8	0	2	7	2
CC(C)C(C(=O)NC1CCCC1)N(CC1CCCO1)C(=O)CNS(=O)(=O)c1ccc(F)cc1 (stereo not given)	-4	16	-1.9	0.5	1	5	-6	2	-5	2
COc1ccc2nc(NC(=O)C3CCCN(S(=O)(=O)c4cccc5nonc45)C3)sc2c1 (stereo not given)	8	20	0.9	0.3	-3	0	1	-22	5	-2
CC(CCc1ccco1)NC(=O)CSc1cc(=O)n(C)c2ccccc12 (stereo not given)	4	-6	-1.1	0.0	-7	2	-8	-8	0	-9
C[C@H](CO)N1C[C@H](C)[C@@H](CN(C)S(C)(=O)=O)Oc2ccc(NC(=O)Cn3cnnn3)cc2C1=O	3	2	-1.9	-0.8	3	0	-5	0	7	2
COC(=O)C1C(=O)c2c(C)noc2CC1(C)C (stereo not given)	1	8	-0.8	-0.1	-4	-1	0	-3	-4	-3
CCCc1nc2scc(-c3ccc(C)cc3)c2c(=O)n1N	-3	-12	1.4	0.1	1	-4	6	-10	10	-2
COc1ccc(CCNC(=O)c2ccc(CSc3ccccc3)o2)cc1	-8	-13	0.8	0.1	4	2	1	4	-14	-12
COc1ccc(C(=O)Cn2c(Br)nc3c2c(=O)n(C)c(=O)n3C)cc1OC	-3	9	0.3	0.1	7	3	-9	4	13	6
O=C(Nc1nc2ccccc2c(=O)[nH]1)c1ccccc1SCc1ccccc1	6	4	-0.4	0.2	-8	5	0	-1	-12	-9
COc1cccc(NC(=O)C2CCC(CNS(=O)(=O)c3cccs3)CC2)c1 (stereo not given)	1	2	2.1	0.6	-1	0	1	1	6	-14
O=[N+]([O-])c1ccc(-c2nnc3n2CCCCC3)cc1	0	20	-1.1	0.0	4	-2	3	-1	2	5
Cc1ccc(CC(=O)Nc2ccc(S(=O)(=O)Nc3nccc(C)n3)cc2)cc1	2	-2	-1.4	0.3	-3	-7	7	-1	0	-5
NC(=O)CSc1nnc(-c2cnccn2)n1Cc1ccco1	1	10	1.9	-0.1	1	-4	2	3	-2	-1
COCCn1c(C)cc(C(=O)CSc2ncn[nH]2)c1C	2	-18	2.8	0.0	3	-3	-4	2	1	4

# The results go on.
Compound	rCAG RNA binder	ARFGAP1 inh	FXN GAA850 act	KLK7 zymogen act	GC-A act	DDE Tn6 FP inh	ADAM10 inh	GC-B act	ASAP1 GAP inh	sPLA2-III inh
CCC1(CC)NC(=O)N(CC(=O)OCC(=O)Nc2ccccc2[N+](=O)[O-])C1=O	-4	-1	1.4	-0.5	1	0	-7	5	0	-1
COc1cccc(NC(=O)Nc2nnc(CC(=O)NCc3ccccc3)s2)c1	34	2	-4.3	-0.2	3	-2	9	0	-1	-30
Cc1cccc(NC(=O)CN2CCc3cc4c(cc3C2)OCCCO4)c1	-1	10	0.6	4.3	1	-4	-9	1	11	-1
CN(C)S(=O)(=O)c1ccc(C(=O)NCCOc2ccc(F)cc2)cc1	-2	-4	3.4	0.3	-4	-10	1	2	-6	8
O=[N+]([O-])c1ccc2c(c1)C(N1CCN(CCO)CC1)Cc1ccc(F)cc1S2 (stereo not given)	-1	1	/	0.0	-6	4	-4	-7	-5	7
CC(C)=CCC[C@H](C)C[C@@H]1CC2=C(C(=O)OC(C)(C)O2)[C@@H](c2ccc(F)cc2)O1	0	5	/	0.1	5	2	3	0	-6	-3
COc1cc(C2c3c([nH]c(=O)[nH]c3=O)Nc3ccc4ccccc4c32)ccc1O (stereo not given)	43*	-3	0.2	0.1	12	-5	-78	13	-9	-29
COc1ccc(C(C#N)N2N=C(C)CC2(C)C)cc1 (stereo not given)	-2	-2	0.5	-0.3	1	4	2	2	9	6
CCOC(=O)c1ccccc1NC(=O)Cn1cnc2c(cnn2-c2ccccc2)c1=O	2	0	-0.2	-0.1	5	3	-6	-5	-7	-2
O=C(NNC(=O)c1ccccc1OCc1ccc(F)cc1)c1ccncc1	-1	15	-1.1	-0.1	-2	-1	1	-1	8	3
Cc1ccc(C(=O)N/C(=C\c2ccco2)C(=O)N2CC(C)OC(C)C2)cc1C (stereo not given)	3	5	-1.0	0.8	-3	11	2	0	5	-8
Cc1cccc(OCCC(=O)Nc2ccc(S(=O)(=O)N3CCCC3)cc2)c1	5	-6	1.5	0.4	-2	-6	15	2	17	-35
Cn1cnnc1SCC(=O)c1ccc2c(c1)CCCC2	-3	7	3.8	-0.3	0	-1	-7	0	-9	-13
COc1ccc2c(c1)OC[C@H]1[C@H]2N2C(=O)CN(CC3CCCO3)C(=O)[C@@]2(C)[C@H]1c1ccccc1 (stereo not given in full)	-6	7	5.0	-0.2	-1	6	8	1	14	-5
O=C(NCCN1CCOCC1)c1ccc(=O)oc1	0	7	-0.5	1.0	1	-2	-154	2	-14	0

# Additional structures:
Compound	rCAG RNA binder	ARFGAP1 inh	FXN GAA850 act	KLK7 zymogen act	GC-A act	DDE Tn6 FP inh	ADAM10 inh	GC-B act	ASAP1 GAP inh	sPLA2-III inh
CCCCNC(=O)CCCCCn1c(=O)[nH]c2cc(C(=O)OC)ccc2c1=O	-6	4	-0.4	0.1	7	-4	-33	-2	-11	4
C/C=C/C(=O)N1CC2(CC(c3cccc(NC(=O)/C(C)=C/C)c3)=NO2)C[C@H]1C(N)=O (stereo not given in full)	-1	-5	0.5	0.4	3	17*	-2	3	0	5
Cc1ccnc(N2C(=O)c3ccc([N+](=O)[O-])cc3C2=O)c1	2	5	2.7	0.0	1	0	-5	2	6	-3
O=C1CC(SC(=NCc2ccc3c(c2)OCO3)Nc2ccccc2)C(=O)N1c1ccccc1 (stereo not given)	3	1	-2.8	0.0	-2	-8	12	2	-9	-6
CCN(c1ccccc1)S(=O)(=O)c1ccc(Cl)c(NC(=O)CNCc2ccccc2OC)c1	5	5	-2.8	0.4	-5	7	2	3	-7	-6
COc1cccc(C(=O)Nn2cnnc2)c1OC	2	-5	-1.6	0.1	1	2	4	-1	-1	3
COc1cc(S(=O)(=O)N(C)Cc2ccc3c(c2)OCCO3)ccc1NC(C)=O	5	-1	2.0	0.5	1	-2	-15	-8	-17	11
CCn1c2ccccc2c2cc(CNCc3ccc(OC)cc3OC)ccc21	19	12	-3.3	1.2	-49	-5	-14	-16	4	-5
CCN(CC)C(=O)CSc1nc2cc(S(=O)(=O)N3CCOCC3)ccc2n1CC	-7	12	0.1	0.7	3	-6	2	-2	6	13
CC(=O)Nc1ccc(S(=O)(=O)N2CCC(C(=O)NCCc3c[nH]c4ccccc34)CC2)cc1	10	6	-1.1	-0.5	0	1	1	0	-15	-52
O=C(CSc1nnc(-c2ccccc2)n1Cc1ccccc1)N1CCOCC1	-1	-1	2.2	-0.3	-1	0	6	-4	0	7
C[C@@H](CO)NC(=O)[C@H]1O[C@@H](n2ccc(=O)[nH]c2=O)[C@H](O)[C@@H]1O	4	14	/	-0.2	1	1	-13	-3	-5	10
NC(=O)NC(CC(=O)NCCc1ccc(S(N)(=O)=O)cc1)c1ccccc1Cl (stereo not given)	4	-5	1.0	0.3	2	-1	6	-4	-9	2
COc1cc2c(cc1OC)-c1nnc(-c3cccs3)n1C1(CCCC1)C2	-7	8	1.1	0.9	-5	-1	-5	-14	-4	1
O=C(c1cccc(Cl)c1)N1CCN(c2ccc3c(c2)C2CC3CCN2C(=O)OCc2ccccc2)CC1 (stereo not given)	9	5	/	0.2	-1	-5	5	0	7	-1

# The listing continues:
Compound	rCAG RNA binder	ARFGAP1 inh	FXN GAA850 act	KLK7 zymogen act	GC-A act	DDE Tn6 FP inh	ADAM10 inh	GC-B act	ASAP1 GAP inh	sPLA2-III inh
O=C(COC(=O)c1cccc(S(=O)(=O)N2CCc3ccccc32)c1)NC1CCS(=O)(=O)C1 (stereo not given)	2	1	-2.1	-0.5	-7	-1	7	-4	6	-10
COC(=O)[C@H](CCSC)NC(=O)Nc1ccc(OC)cc1OC	-1	13	-0.1	0.8	3	4	-7	-2	5	7
CC(C)C(NS(=O)(=O)c1cccs1)C(=O)NCc1ccc2c(c1)OCO2 (stereo not given)	4	-5	0.3	-0.2	-1	5	-2	2	-8	-2
COc1ccc(N(CC(=O)NCc2ccco2)S(=O)(=O)c2ccc(OC)c(OC)c2)cc1	-2	-3	0.3	0.1	-2	2	4	2	2	-6
CCc1ccc2oc(C(=O)NCc3ccncc3)c(C)c2c1	-3	10	-1.3	-0.3	9	3	-2	-9	-3	-1
Cc1cc(C(=O)COC(=O)c2csc3c2CCCC3)c(C)n1C	-2	-7	2.2	0.5	3	12	-3	-5	5	-3
O=C(NCc1nnc(SCC(=O)N2CCCC2)o1)c1c(F)cccc1Cl	1	-8	1.5	0.2	3	0	-5	1	-3	-1
Cc1ccc(CC(=O)Nc2cccnc2)cc1	4	8	0.5	0.4	5	1	-9	3	-7	16
COC(=O)c1ccc(C(=O)N2CCCC(Nc3ccc(C(C)C)cc3)C2)nc1 (stereo not given)	-8	-6	-1.7	-0.3	4	-4	-4	0	-2	1
C=CCn1c(SCc2cc(=O)n3ccsc3n2)nc2scc(C3CC3)c2c1=O	4	5	3.3	0.6	9	-6	-1	8	2	1
Cc1ccc(/C=C2\SC(N)=NC2=O)s1	2	2	-0.3	-0.7	3	-8	-2	-11	2	-1
NC(=O)COc1ccccc1C(=O)O	2	-4	-0.2	-0.3	5	-2	0	-3	-5	3
O=C(NCC(c1ccco1)N1CCc2ccccc21)c1c(F)cccc1F (stereo not given)	-2	-8	0.1	0.0	-1	-2	-7	-2	-4	12
O=C(Nc1ccc2ccccc2n1)C1CCCCC1	-5	-7	1.7	0.1	8	0	-5	1	-6	10
O=C(COc1ccccc1)NCc1ccc2c(c1)OCO2	-1	1	0.1	0.0	0	-6	6	4	-15	-1
O=C(CC(C(=O)NCc1ccccc1)c1nc2ccccc2c(=O)[nH]1)NCc1ccccc1 (stereo not given)	5	7	-0.8	-0.2	2	-8	0	-1	-16	-6
Cc1cc(C)nc(NS(=O)(=O)c2ccc(N=Cc3c(C)[nH]n(-c4ccccc4)c3=O)cc2)n1	14	-4	-0.8	0.2	-6	0	-3	-5	5	6
CCOC(=O)N1CCN(S(=O)(=O)N2CCCC(C(=O)NCCCN3CCC(C)CC3)C2)CC1 (stereo not given)	-6	3	2.4	-0.1	2	-9	2	1	0	-1
